sdo1 growth: sdo1-depleted yeast growth rescue | S. cerevisiae sdo1-depleted JHY4D growth rescue, OD600 30 h; active compounds read high; pdr5 snq2 efflux-pump mutant strain | z-score at 10 µM | hit rate 0.21% among 140,000;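 active = z-score above 3 at both the 24 hr and the 30 hr optical density reads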;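 note: z-score against mean and SD of all compound wells on the same plate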
INS promoter inh: TRM-6 insulin promoter activity inhibition; AID 1273; TRM-6 cells (human fetal islet line), insulin promoter-eGFP reporter, imaging; reporter expression induced with tamoxifen; hit rate 0.9% among 130,000; inhibition, % at 2 µM;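 active = inhibition above the mean plus 3 SD, with well images judged a real hit on visual review, cut at about 60% in these data, passing the limit was not always enough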
sdo1 growth Rescue 24 h: recorded beside sdo1 growth, whose call it bears; z-score; S. cerevisiae sdo1-depleted JHY4D growth rescue, OD600; measured here: growth rescue at 24 h;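 0 is the plate mean of compound wells and units are plate SD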
* marks the source's active call; other numbers are inactive results; nt = not tested or not shown. The list is partial, so the mix of outcomes need not match the whole.

Value order: sdo1 growth	sdo1 growth Rescue 24 h	INS promoter inh
O=C(CCN1C(=O)c2cccc([N+](=O)[O-])c2C1=O)Nc1nccs1
  nt	nt	0
COc1ccc(-c2cc3ccc(OCc4nn[nH]n4)cc3oc2=O)cc1
  0.69	0.01	nt
O=[N+]([O-])c1ccc(Sc2n[nH]c(-c3ccccc3)n2)nc1
  -0.12	0.15	-6
COc1cccc(CNC(=O)CCS(=O)(=O)c2cccc3nsnc23)c1
  -0.49	-0.71	3
CCOC(=O)C(=Cc1ccc(OCc2ccc([N+](=O)[O-])cc2)c(OC)c1)C(=O)OCC
  -1.5	-1.2	42
CN(CCOC(=O)c1cccc(F)c1)Cc1ccccc1
  0.31	-0.22	0
Cn1nc(C(F)(F)F)c(/C=N/OC(=O)c2ccccc2Cl)c1SCc1ccccc1Cl
  0.43	0.39	64
O=C(COn1nnc2ccccc21)NCC1CCCCC1
  0.51	0.3	7
Cc1cc(C)nc(NS(=O)(=O)c2ccc(N3C(=O)c4ccccc4C3=O)cc2)n1
  0.55	0.33	nt
O=C(c1ccc(Cl)cc1)c1c[nH]c(C(=O)NNc2cccc(Cl)n2)c1
  nt	nt	-431
CCOc1cc(S(=O)(=O)N2CCC(c3nc4ccccc4s3)CC2)c(OCC)cc1S(=O)(=O)N1CCCCC1
  0.89	2.7	10
CCC12CN3CCN(CC(C3)/C1=N\NC(=O)c1ccc(C(C)(C)C)cc1)C2
  -1.1	-1.4	7
Cc1nn(-c2ccc(Cl)c(Cl)c2Cl)c(=O)c2ccccc12
  -0.88	-0.36	-29
CC(C)Cn1c2c(c(=O)[nH]c1=O)C(C(F)(F)F)(C(F)(F)F)N=C(CCC1CCCCC1)N2
  0.64	0.29	3
Cc1sc2nc(CN(C(=O)NC3CCCCC3)C3CCCC3)[nH]c(=O)c2c1C
  -1.1	-0.6	13
CCOC(=O)N1CCN(C(=O)c2ccc(Cl)c(S(=O)(=O)Nc3ccccc3)c2)CC1
  0.73	0.32	-16
COc1cc2c(cc1NC(=O)C(C)Sc1cccc[n+]1[O-])oc1ccccc12 (stereo not given)
  -0.25	-0.84	-7
COc1nn(CC(=O)N2N=C(C)CC2(O)C(F)(F)F)cc1[N+](=O)[O-] (stereo not given)
  -0.26	-1	0
CCOC(=O)Cn1c(=O)oc2cc(S(=O)(=O)NCCC(C)C)ccc21
  0.76	0.47	nt
CCOC(=O)C1CCN(C(=O)c2cc3cc4cc(OC)ccc4nc3o2)CC1
  -0.25	-0.71	33

Three compounds already listed, ordered by the number in sdo1 growth, ascending:
mol,sdo1 growth
COc1cc2c(cc1NC(=O)C(C)Sc1cccc[n+]1[O-])oc1ccccc12 (stereo not given),-0.25
O=C(COn1nnc2ccccc21)NCC1CCCCC1,0.51
CCOC(=O)Cn1c(=O)oc2cc(S(=O)(=O)NCCC(C)C)ccc21,0.76

Continuation:
Value order: sdo1 growth	sdo1 growth Rescue 24 h	INS promoter inh
O=C(C1CCN(c2ccc(N3CCOCC3)nn2)CC1)N1CCN(c2ccc(F)cc2)CC1
  -0.03	-0.27	nt
COCCNC(=O)CN(C(=O)Cn1nnc2ccccc21)c1ccc(C)c(F)c1
  0.48	0.27	31
CC(C)c1ccccc1OCCCCCNCCO
  -0.43	0.05	nt
CCc1ccccc1OCc1nnc(N)s1
  -0.25	-0.66	nt
COc1ccc(NS(=O)(=O)c2ccc(N3CCOCC3)c(NC(=O)c3ccccc3Cl)c2)cc1
  0.93	0.94	-69
Cc1cc(N2C(=O)CCC2=O)n(-c2ccccc2)n1
  0.32	-0.47	-21
COc1cccc(/C(C)=N/NC(=O)Cc2c(C)[nH][nH]c2=O)c1
  nt	nt	33
CCOc1cc(/C=N/NC(=O)CCCC(=O)NC2CCCCC2)ccc1O
  0.33	0.19	11
O=C(Cc1cccs1)Nc1ccc(-c2nnn(CC(=O)N3CCOCC3)n2)cc1
  0.31	0.43	-14
CCOC(=O)C1CCN(C(=O)Cc2ccc(OC)c(OC)c2)CC1
  0	-0.44	-15
CCOC(=O)COc1c(C=O)cc(Br)cc1OC
  -1.1	-0.88	-7
CSc1ccc(C(=S)N2CCN(C)CC2)cc1
  1.3	0.96	11
Cc1ccc(S(=O)(=O)N2CCC(=O)N(CCOC(=O)Nc3ccc(F)cc3)CC2)cc1
  0.06	-0.29	-14
Cc1ccc(CN(C(=O)c2c(F)cccc2F)C2CC(C)(C)NC(C)(C)C2)o1
  0.39	0.03	9
Cc1cc(Cl)c(S(=O)(=O)NCc2cccnc2)cc1OCC(=O)NC1CCCCC1
  1.1	1.1	-9
COc1cccc(-n2c(Cc3cc(=O)[nH]c(=O)[nH]3)nnc2SCC(=O)N2CCC(C)CC2)c1
  0.23	-0.18	-80
Cc1ncc(CC(=O)n2cc(C(=O)c3cc(Cl)ccc3O)cn2)s1
  -1.5	-1.2	11
Cc1nn(-c2ccccc2)c(C)c1P(=O)(c1ccccc1)N(C)C (stereo not given)
  -0.46	-1.1	nt
CCOC(=O)C1=C(C)OC(N)=C(C#N)C1c1ccc(C)s1 (stereo not given)
  nt	nt	23
Cc1cccc(N2CCN(C(=O)C3CCN(S(=O)(=O)N4CCOCC4)CC3)CC2C)c1 (stereo not given)
  nt	nt	21
COc1ccc(S(=O)(=O)NCc2ccccc2Cl)cc1OC
  -0.94	-1.1	-19
CCOC(=O)c1ccc(NC(=O)CN2C(=O)C(C)SC(C)C2=O)cc1 (stereo not given)
  1.2	1.4	nt
CCC(=O)c1ccc(OCc2ccc(C(=O)OC)cc2)c(OC)c1
  0.12	2.1	-10
COC(=O)CC1=NN(c2nc(C)cc(C)n2)C(=O)C1
  nt	nt	-33
CCCCn1nnnc1SCC(=O)Nc1ccc2c(c1)OCO2
  1	0.98	17
O=C(NNC(=O)C1CCN(S(=O)(=O)c2ccc(Cl)cc2)CC1)c1ccc(S(=O)(=O)N2CCCCC2)cc1
  0.36	1.1	-15
Clc1ccc2c(N/N=C/c3cccnc3)ccnc2c1
  nt	nt	93*
CC(OC(=O)C(NC(=O)c1ccco1)C(C)C)C(=O)Nc1ncc(Cl)cc1Cl (stereo not given)
  -0.64	-0.6	0
CN(C)CCCOC(=O)c1ccc(Cl)cc1
  1.1	0.25	nt
C/C(N)=C(/C#N)C(=O)COC(=O)CSc1ccc2ccccc2c1
  1	1	38
Nc1cc(C(=O)OCC(=O)NCC2CCCO2)ccc1Cl (stereo not given)
  -0.15	0.07	-61
Cc1cccc(N(C)C(=O)COc2cc(=O)n(C)c3ccccc23)c1
  -0.45	-0.39	nt
O=C(Nc1cccc(C(=O)N2CCOCC2)c1)c1ccccc1
  0.34	0.06	-15
COC(=O)C1=C(C(=O)OC)SC(=C2C(=S)C(C)(C)N(C(=O)C3CC3)c3ccccc32)S1
  -0.07	0.31	-79
ONC(=Nc1ccc(Cl)cc1)c1ccc(Cl)cc1
  -0.31	-0.18	nt
O=C(Cn1nnc(-c2ccccc2)n1)Nc1ccccc1N1CCOCC1
  -0.31	-0.33	nt
COC(=O)c1sccc1NC(=S)N1CCCCC1C (stereo not given)
  -0.63	-0.47	nt
Cc1occc1C(=O)Nc1ccc(S(=O)(=O)N2CCN(C)CC2)cc1
  0.12	-1.5	31
O=C(CSc1ccccn1)Nc1cccc(NC(=O)CSc2ccccn2)n1
  0.12	0.43	-10
Cc1ccc(NC(=O)COC(=O)C2CC2(Cl)Cl)cc1C (stereo not given)
  nt	nt	-43

Full records as entered above.
Listed for CCOC(=O)Cn1c(=O)oc2cc(S(=O)(=O)NCCC(C)C)ccc21 → sdo1 growth = 0.76; sdo1 growth Rescue 24 h = 0.47; INS promoter inh = nt
Listed for O=C(Cn1nnc(-c2ccccc2)n1)Nc1ccccc1N1CCOCC1 → sdo1 growth = -0.31; sdo1 growth Rescue 24 h = -0.33; INS promoter inh = nt

(further entries)
Value order: sdo1 growth	sdo1 growth Rescue 24 h	INS promoter inh
Cc1ccc(C(=O)/C=C/c2ccc(-c3ccc(C)cc3)o2)cc1
  -0.22	-0.2	34
COc1ccc(/C=c2/sc3nc(-c4ccccc4)c(-c4ccccc4)n3c2=O)cc1
  0.69	0.33	nt
CC(C)CC1(C)NC(=O)NC1=O (stereo not given)
  -0.01	-1	0
CCCNC(=O)CN(c1ccccc1)S(=O)(=O)c1ccc(OC)c(OC)c1
  0.03	-0.61	14
CCCCCCC1CC(C)(/C(C)=N/NC(N)=O)OC1=O (stereo not given)
  0.52	0.29	39
COc1ccc(C)cc1S(=O)(=O)N(CC(=O)Nc1cccc([N+](=O)[O-])c1)c1ccc(C)c(C)c1
  -0.93	-0.96	-97
CC(=O)Nc1ccc(NC(=O)C(C)Oc2ccc(Cl)cc2Cl)cc1 (stereo not given)
  nt	nt	-18
CCOC(=O)/C(=N/O)C1=NC(C)(C)Cc2cc(C)c(C)cc21
  nt	nt	56
O=C(CC1Sc2ccccc2NC1=O)Nc1ccccc1[N+](=O)[O-] (stereo not given)
  1.8	2.2	-19
CC(=O)c1c(C)nn(C(C)CC(=O)O)c1C (stereo not given)
  1	1.6	-23
COc1cccc(C(C(=O)NC(C)(C)C)N(C(=O)CCC(=O)Nc2cc(C)on2)C(C)C)c1OC (stereo not given)
  0.97	0.49	-50
CCC(C(=O)O/N=C(\N)c1cccc(C)c1)c1ccccc1 (stereo not given)
  -2.3	-1.2	45
Cc1ccc(S(=O)(=O)Nc2ccccc2F)cc1C(=O)NCCCN1CCCC1=O
  1.5	0.23	nt
Cc1cccc2c(N)c3c(nc12)CCCC3 (tested in a mixture with another compound)
  nt	nt	-42
CCN(C(=O)CSc1cc(C)c2ccccc2n1)c1c(N)n(Cc2ccccc2)c(=O)[nH]c1=O
  nt	nt	-22
N#CC(Nc1ccccc1)c1ccccc1OCc1ccccc1 (stereo not given)
  -0.35	0.57	-8
O=c1[nH]c(Nc2ccc3c(c2)OCCO3)nnc1Cc1ccccc1
  nt	nt	-45
O=C(NNC(=O)c1ccc([N+](=O)[O-])o1)c1ccccc1
  0.09	-0.68	-35
Cc1cc(C)c2nc(N3CCCN(C(=O)c4ccco4)CC3)c(C#N)cc2c1
  -1.8	-0.99	nt
COc1ccc(Cl)cc1C(=O)Nn1c(C)nc2ccccc2c1=O
  -0.35	0.06	14
CCc1cccc(C)c1NC(=S)NCC1CCN(c2ccc(OC)cc2)C1 (stereo not given)
  nt	nt	-13
Cc1ccccc1S(=O)(=O)Oc1ccccc1C(=O)Oc1ccccc1
  -0.81	-0.92	nt
Cc1cc(C(C)(C)C)oc1C(=O)N(CC(=O)NC1CCCC1)Cc1ccccc1Cl
  -1.1	-0.73	-16
Cc1cc(N/C=C\C(=O)c2ccc(Cl)c(Cl)c2)no1
  -0.09	-0.58	31
O=S(=O)(c1ccccc1)c1cnn(-c2ccccc2)c1-c1ccc(F)cc1
  -0.79	-0.4	-30
Cc1onc(-c2ccccc2Cl)c1C(=O)NCCCN1CCOCC1
  0.54	0.5	nt
Cc1cc(N2CCOCC2)nc2ccc(NC(=O)CCC(=O)N3CCC(C)CC3)cc12
  0.27	-0.78	nt
Cn1c(C(=O)OC(C(=O)NC2CCCCC2)c2ccccn2)cc2sccc21 (stereo not given)
  -1.2	-0.82	39
O=C(c1ccc(F)cc1)N(NC(=O)C(O)(c1ccccc1)c1ccccc1)c1ccccc1
  -0.54	-0.44	-89
Cc1cc(NC(=O)Cc2ccccc2)no1
  1.3	0.38	19
O=S(=O)(c1cccs1)N1CCN(c2ccccn2)CC1
  0.11	-0.29	51
O=C(CN1C(=O)CSC1=O)Nc1ccc(N2CCOCC2)cc1
  -0.31	2	42
CCOC(=O)c1c(N)sn(-c2ccccc2C)c1=S
  1.1	-0.39	nt
CCCCNC(=O)COC(=O)CCC(=O)c1ccc(F)cc1
  1.9	1.8	-31
Cc1ccccc1OCCSc1nnc(-c2cccnc2)n1N
  0.1	-0.37	nt
CCC(C)c1ccc(OCC(=O)Nc2ccc3[nH]c(=O)[nH]c3c2)cc1 (stereo not given)
  1.3	1.2	-2
Cn1c(-c2cccc(Br)c2)cnc1NCc1cccnc1
  0.71	0.29	33
O=C(NNS(=O)(=O)c1ccccc1)c1cccs1
  0.82	0.29	nt
CC(=O)c1ccc(NC(=O)CO/N=C(\C)c2cccs2)cc1
  0.35	0.13	-9
Cc1ccc(S(=O)(=O)NC(C)(C)CSc2nnc(N)s2)cc1
  0.03	-0.32	-57
COc1ccc(NC(=O)Cn2cccc2)cc1Cl
  -0.19	-0.38	nt
O=[N+]([O-])c1ccccc1Oc1ccccc1Cl
  -0.21	-0.57	-31
CC(C)Oc1cccc(-c2nnc(SCC(=O)Nc3ccc4c(c3)OCCO4)n2N)c1
  1.1	1.6	-23
CCn1ccnc1CN1CCc2c([nH]c3ccccc23)C1C1CCCCC1 (stereo not given)
  nt	nt	41
Cc1ccc(C)c(N2CCN(C(=O)C3CCN(c4nnc(N5CCCC5=O)s4)CC3)CC2)c1
  nt	nt	-29
Cc1cc(/C([O-])=C(/C(=S)Nc2ccccc2)[n+]2ccccc2)c(C)n1-c1ccccc1
  -0.13	-0.4	51
COC(=O)C(C(=O)N1CCN(C)CC1)C1CCCCCC1 (stereo not given)
  -0.22	-0.07	-431
CCCNC(=O)c1cc2cc([N+](=O)[O-])ccc2s1
  nt	nt	-30
O=[N+]([O-])c1ccc(NC(=S)N2CCN(c3ccc(F)cc3)CC2)cc1
  -0.35	0.18	14
O=C1SC(c2ccccc2)=N/C1=C/c1ccco1
  1.8	2.8	-50

Source: PubChem BioAssay (several laboratories)
